DT40 TDP1 CPT = growth inhibition of DT40 Tdp1-/-;hTDP1 cells with camptothecin (screen for TDP1 inhibitors); hit rate 12% among 420,000; chicken DT40 Tdp1-/-;hTDP1 cells + 20 nM CPT, ATP luminescence, 48 h; Potency, µM (titrated, usually from 46.2 µM), without a hit: at the highest dose activity change, negative = growth inhibition, actives largely listed as inhibitors; also: nearly all actives have a fitted effect of over 55% in size
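Cell growth measured by CellTiter-Glo luminescence after a minimum 48 h, 37 C compound exposure with 20 nM CPT in Tdp1-knockout DT40 cells stably expressing hTDP1, seeded 400/well; qHTS titration format.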
TDP1 cell noCPT = qHTS for Inhibitors of human tyrosyl-DNA phosphodiesterase 1 (TDP1): qHTS in cells in absence of CPT. DT40 Tdp1-/- hTDP1 cells, no CPT, ATP luminescence, 48 h. Potency, µM (top dose mostly 46.2 µM), for inactives: at the top dose activity change, negative = growth inhibition, actives largely listed as inhibitors. hit rate 15% among 420,000; also: nearly all actives have a fitted effect of over 55% in size
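Readout: luminescence from CellTiter-Glo after 30 min in the dark at RT. Cells: DT40 Tdp1-/- with stable hTDP1, 400/well. Exposure: compounds alone, ≥48 hr, 37 °C.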
KAT2A inh = GCN5L2 (KAT2A) acetyltransferase inhibition | Q92830 | GCN5L2 HAT assay, ThioGlo1 CoA-SH fluorescence | Potency, µM (doses to about 58.9 µM), without a hit: top-dose activity change, negative = inhibition, actives largely listed as inhibitors | hit rate 0.21% among 390,000 | AID 504327
Target sequence (Q92830 whole entry, looked up): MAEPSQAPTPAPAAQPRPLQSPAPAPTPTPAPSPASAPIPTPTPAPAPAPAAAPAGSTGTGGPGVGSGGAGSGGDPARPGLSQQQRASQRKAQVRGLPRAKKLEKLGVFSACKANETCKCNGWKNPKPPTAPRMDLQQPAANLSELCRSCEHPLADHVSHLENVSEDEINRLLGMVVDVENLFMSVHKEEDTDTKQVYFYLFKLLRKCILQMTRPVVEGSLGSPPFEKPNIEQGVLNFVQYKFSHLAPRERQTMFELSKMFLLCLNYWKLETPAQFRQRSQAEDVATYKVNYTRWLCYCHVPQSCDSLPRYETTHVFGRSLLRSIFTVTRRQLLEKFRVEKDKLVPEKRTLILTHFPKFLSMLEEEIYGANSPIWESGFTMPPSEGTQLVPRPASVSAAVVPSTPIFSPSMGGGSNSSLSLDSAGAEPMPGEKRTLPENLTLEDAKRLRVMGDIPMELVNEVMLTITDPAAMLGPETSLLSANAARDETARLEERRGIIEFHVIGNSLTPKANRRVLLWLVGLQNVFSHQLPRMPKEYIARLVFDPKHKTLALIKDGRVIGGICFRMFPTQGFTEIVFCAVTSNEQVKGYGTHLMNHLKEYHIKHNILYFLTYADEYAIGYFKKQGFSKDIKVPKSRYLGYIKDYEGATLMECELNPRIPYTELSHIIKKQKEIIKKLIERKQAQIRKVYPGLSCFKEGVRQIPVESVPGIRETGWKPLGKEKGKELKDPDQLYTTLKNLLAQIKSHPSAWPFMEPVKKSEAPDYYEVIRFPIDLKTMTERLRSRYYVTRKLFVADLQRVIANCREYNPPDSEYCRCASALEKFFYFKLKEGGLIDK
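ThioGlo1-coupled HAT assay: 20nM GCN5L2, 70uM acetyl-CoA, 75uM H3(1-25) peptide, pH 7.5. Fluorescence read at 340/540nm at start and after 20 min at room temperature.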
Numbers without * were called inactive; ? = inconclusive; . = not tested or not shown; & = joins results of further samples; [ ] = another dose, or the depositor's remark. Calls follow the shape of the dose curve; as a rule, active = well fitted curve in the direction sought with a large enough effect; inconclusive = small, poorly fitted or top-dose-only effect, or another doubt; inactive = no such curve, though single readings can be large; an effect the other way counts as inactive or inconclusive. % is scaled to controls: 0 for no effect and ±100 for the full control effect; potency is read from the fitted curve at half-maximal effect.

No.	compound	TDP1 cell noCPT	KAT2A inh	DT40 TDP1 CPT
1	Cc1ccc(NC2=C(c3ccc(C(F)(F)F)cc3)C(=O)c3ccccc32)cc1C	?	-1%	21µM*
2	CCN(C(=O)Cn1c(C(=O)OC)cc2sc(Cl)cc21)c1cccc(C)c1	-16%	-2%	?
3	CC1(C(=O)NC2CCCCCC2)CCN1C(=O)C1(c2ccccc2)CC1 (stereo not given)	18µM*	.	12µM*
4	COc1cc2c(C)nc3c(c(C)nn3-c3ccccc3)c2cc1OC	-23%	1%	4%
5	Cc1ccc(Nc2c(-c3ccccc3O)nc3cc(C)ccn23)cc1	?	25µM*	?
6	O=C(C1=C(O)C(=O)N(CCCN2CCOCC2)C1c1ccccn1)c1cc2ccccc2o1 (stereo not given)	1%	-6%	-15%
7	N#Cc1cccc(Nc2c3c(nc4ccccc24)CCC3)c1	?	2%	?
8	CC(C)(C)OC(=O)NCCc1nc(NC(=O)OCc2ccccc2)sc1C(=O)O	9%	.	12%
9	CCOc1cc(-c2noc(CCCC(N)=O)n2)cc(Br)c1OC	-25%	-2%	-27%
10	C[C@@H]1COC(=O)[C@@H](CC(=O)OC(C)(C)C)C/C=C\C[C@@H](CC(=O)NCCO)C(=O)N1	4%	-1%	22%

Next part.
No.	compound	TDP1 cell noCPT	KAT2A inh	DT40 TDP1 CPT
11	O=C(CN1CCCC1)Nc1ccc2c(c1)CCC2	-1%	3%	0%
12	O=C(NNC(=O)c1cccc2ccccc12)c1ccco1	?	-25%	0%
13	CC1CCCC(NC(=O)c2cc(-c3ccncc3)nc3ccccc23)C1C (stereo not given)	23µM*	9%	?
14	Cc1cccc(C)c1NC(=O)CC(NCCc1ccccc1)C(=O)O (stereo not given)	0%	2%	8%
15	CCS(=O)(=O)N1CCc2cc(C(=O)Nc3cccc(C(C)=O)c3)ccc21	18µM*	0%	?
16	Cc1ccccc1C(=O)NC1CCN(CC(=O)Nc2ccc3c(c2)OCO3)CC1	-28%	3%	-9%
17	Cc1ccc(CNC(=O)COc2ccc(C)nc2[N+](=O)[O-])cc1	-15%	-1%	-1%
18	CCNCCC(CCC(C)C)c1ccc2c(c1)OCO2 (stereo not given)	?	-2%	?
19	CS(=O)(=O)N1CCN(c2ccccc2NC(=O)c2ccc(Cl)cc2)CC1	-7%	-3%	-5%
20	CC(C)C[C@@H](CN1CCC[C@@H]1CN1C(=S)NC[C@@H]1Cc1ccc(O)cc1)N1C[C@H](Cc2ccc(O)cc2)N(CC2CCCCC2)C1=S	16µM*	.	18µM*

Along the list, from the results shown.
TDP1 cell noCPT, entries 11 to 20, in order: -1%, ?, 23µM*, 0%, 18µM*, -28%, -15%, ?, -7%, 16µM*
DT40 TDP1 CPT, entries 11 to 20, in order: 0%, 0%, ?, 8%, ?, -9%, -1%, ?, -5%, 18µM*

Further compounds follow:
No.	compound	TDP1 cell noCPT	KAT2A inh	DT40 TDP1 CPT
21	CCc1cnc(Nc2nc(C(N)c3ccccc3Cl)cs2)nc1 (stereo not given)	?	.	?
22	CC(=O)CC1c2cc(F)ccc2C=C(c2ccsc2)N1c1ccc(C#Cc2cncn2C)cc1 (stereo not given)	?	.	?
23	CC1CCCCN1C(=O)CSc1nnc(-c2ccco2)n1CC1CCCO1 (stereo not given)	-15%	-3%	8%
24	O=C(NCCN1CCOCC1)c1cc(-c2ccccc2Cl)nc2ccccc12	1%	3%	1%
25	CCCCOc1cccc(NC(=O)CSc2nnc(C)s2)c1	-18%	-4%	-14%
26	Cc1cc(C)nc(SCc2nnc(SCC(=O)Nc3ccccc3C)n2Cc2ccco2)n1	-20%	-3%	-21%
27	CCOc1ccccc1NC(=O)Nc1ccc(Cl)cc1	?	-6%	?
28	Oc1ccc(-c2nc3ccccn3c2Nc2ccc3c(c2)OCCO3)cc1	?	-9%	?
29	Nn1c(SCCOc2ccc(Cl)cc2)nnc1-c1cccnc1	?	3%	?
30	Brc1cccc2sc(N3CCN(c4ccccc4)CC3)nc12	-4%	-8%	11%

Whole records as entered above. Order of screens: TDP1 cell noCPT | KAT2A inh | DT40 TDP1 CPT
`O=C(NCCN1CCOCC1)c1cc(-c2ccccc2Cl)nc2ccccc12` across the screens: 1% | 3% | 1%
`CC1CCCCN1C(=O)CSc1nnc(-c2ccco2)n1CC1CCCO1` (stereo not given) across the screens: -15% | -3% | 8%
`Brc1cccc2sc(N3CCN(c4ccccc4)CC3)nc12` across the screens: -4% | -8% | 11%
`CCCCOc1cccc(NC(=O)CSc2nnc(C)s2)c1` across the screens: -18% | -4% | -14%
`Oc1ccc(-c2nc3ccccn3c2Nc2ccc3c(c2)OCCO3)cc1` across the screens: ? | -9% | ?

Carrying on.
No.	compound	TDP1 cell noCPT	KAT2A inh	DT40 TDP1 CPT
31	O=C1C=CC(=O)N1c1cccc2cccnc12	?	.	16µM*
32	Cc1ccc(C)c(C2C(=O)c3ccccc3C2=O)c1	-26%	-4%	10%
33	CC(O)CNC(=O)c1ccc(-c2nn(C)c(=O)c3ccccc23)cc1 (stereo not given)	19%	?	-21%
34	S=C(NC1CCCCC1)NN1CCOCC1	12%	1%	-6%
35	O=C(c1cccc(Br)c1)c1nc2ccccc2[nH]c1=O	-1%	.	-12%
36	Cc1ccc(NS(=O)(=O)c2c(C)[nH]c(C)c2C(=O)N2CCCCC2)c(C)c1	-18%	-4%	-27%
37	Cc1ccccc1OCCC(=O)N1CCN(S(=O)(=O)c2ccc(Cl)cc2)CC1	-1%	-5%	-9%
38	COc1ccccc1N1CCN(C(c2ccc(Cl)cc2)c2nnc(-c3cccc(F)c3)o2)CC1 (stereo not given)	?	-2%	?
39	COc1ccc(N2CCN(C(=O)c3cccc4nc(C)oc34)CC2)cc1	2%	1%	4%
40	COc1ccc(C(=O)NC(=S)Nc2ccc3oc(=O)ccc3c2)cc1	-26%	1%	?

New compounds follow:
No.	compound	TDP1 cell noCPT	KAT2A inh	DT40 TDP1 CPT
41	CCOC(=O)c1c(C)oc2ccc(O)c(CN(C)C)c12	?	-5%	-20%
42	Cc1ccc(-n2nnnc2SC(C(=O)c2c[nH]c3ccccc23)c2ccccc2)cc1 (stereo not given)	-2%	3%	0%
43	CCCC(=O)c1ccc(N2CCN(C(=O)c3ccccc3)CC2)c(F)c1	?	0%	?
44	COc1cccc(C2C=C(c3cccs3)Nc3ncnn32)c1OC (stereo not given)	-43%	-19%	?
45	O=C(NCCCc1ccccc1)Nc1cccc(Cl)c1	?	-4%	-57%
46	COc1ccccc1C(=O)NCCC(=O)N1CCCC(C(F)(F)F)C1 (stereo not given)	6%	.	-6%
47	O=C(OCC(=O)C12CC3CC(CC(C3)C1)C2)c1ccccc1O	?	-3%	?
48	CCc1nnc(NC(=O)[C@@H](NC(=O)c2ccc(C(C)(C)C)cc2)C(C)C)s1	?	-5%	?
49	Cc1cc([N+](=O)[O-])c(=O)[nH]c1C	-2%	.	-14%
50	O=C(NCc1nc2ccccc2[nH]1)C1=C[C@H](c2coc3ccccc3c2=O)C[C@H](OCCCCO)O1	?	.	21µM*

(cont.)
No.	compound	TDP1 cell noCPT	KAT2A inh	DT40 TDP1 CPT
51	CCN(CC)CCNC(=O)C(C)c1nn(CC)c(=O)c2ccccc12 (stereo not given)	-11%	-6%	-13%
52	CCCCN1CC(=O)N2Cc3[nH]c4ccccc4c3C[C@H]2C1=O	10%	-1%	-8%
53	Cc1cnc(NC(=O)CCCc2nc3ccccc3s2)s1	23µM*	2%	15µM*
54	COC(=O)c1sc(=S)n(-c2ccccc2OC)c1N	-12%	-5%	-7%
55	CC1(C)CC(=O)C(/C=N/n2cnc3ccccc3c2=O)=C(O)C1	-12%	1%	-11%
56	COc1ccc(S(=O)(=O)N(C)C2CCS(=O)(=O)C2)cc1OC (stereo not given)	-12%	4%	-5%
57	Cc1ccc2occ(CC(=O)Nc3nnc(C(C)C)s3)c2c1	-16%	1%	11%
58	O=C(CCS(=O)(=O)c1ccccc1Cl)NCCC1=CCCCC1	-25%	0%	-23%
59	Cc1ccc(S(=O)(=O)NNc2nc3ccccc3nc2C(F)(F)F)cc1	18µM*	-2%	?
60	CCc1nc2ccc(C(=O)NCCc3ccc(OC)c(OC)c3)cc2nc1CC	23µM*	-5%&-5%	16µM*

Further compounds follow.
No.	compound	TDP1 cell noCPT	KAT2A inh	DT40 TDP1 CPT
61	COc1cccc(CNC(=O)CSCC(=O)Nc2cc(C)on2)c1	0%	-21%	16%
62	Cc1[nH]c2ccccc2c1C(=O)C(=O)NCCCn1ccnc1	4%	-7%	-1%
63	O=C(CCS(=O)(=O)c1cccc2nsnc12)N1CCN(C(=O)c2ccco2)CC1	-6%	-3%	4%
64	O=C(O)CCC(=O)Nc1ccccc1C(=O)NCc1ccco1	3%	2%	0%
65	O=C1c2ccccc2C(c2nnnn2-c2ccc3c(c2)OCCO3)N1Cc1cccs1 (stereo not given)	?	.	?
66	COc1ccc(-n2ncc(C(=O)N3CCOCC3)c2C2CCN(C(=O)OC(C)(C)C)CC2)cc1	-1%	21%	6%
67	O=C(COc1ccccc1[N+](=O)[O-])N/N=C/c1ccncc1	-12%	-6%	-7%
68	C[C@]12C(=O)N(c3ccc(F)cc3)C(=O)N1[C@H]1c3ccccc3OC[C@@H]1[C@H]2c1ccccc1	?	0%	-28%
69	Cc1ccsc1C(=O)Nc1cccc(S(=O)(=O)N(C)C)c1	-17%	0%	2%
70	Cc1ccccc1C(=O)N1CCC(C(=O)Nc2ccc(S(=O)(=O)N3CCCC3)cc2)CC1	18µM*	-5%	?

More entries
No.	compound	TDP1 cell noCPT	KAT2A inh	DT40 TDP1 CPT
71	CC(=O)Nc1ccc(NC(=O)CCC(=O)OCC(=O)c2ccc(F)cc2)cc1	3%	-16%	-13%
72	CC(C)[C@H](NC(=O)OCc1ccccc1)C(=O)OCC(=O)NC1(C#N)CCCC1	-5%	12%	-1%
73	COc1cc(=O)n2c(c1C(=O)NCc1ccc3c(c1)OCO3)CCN(C(=O)c1cccc(F)c1)CC2	5%	.	0%
74	Cc1cc2cc3c(cc2nc1SCC(=O)N1CCN(C(=O)c2ccco2)CC1)OCO3	-19%	2%	-21%
75	CCc1nc2ccc(C(=O)N3CCN(C(=O)c4ccco4)CC3)cn2c1N(C)CCC(C)C	?	.	?
76	Cc1c(C(=O)NCc2ccccc2C(F)(F)F)sc(=O)n1Cc1ccc2c(c1)OCO2	?	.	?
77	CC(C)CN(C(=O)COC(=O)c1ccc(Cl)nc1)c1c(N)n(Cc2ccccc2)c(=O)[nH]c1=O	-18%	?	2%
78	COc1ccc(CNc2nc(-c3cccnc3)nn2C(=O)CC(C)C)cc1	?	-11%	-4%
79	O=C(c1ccc(S(=O)(=O)N2CCOCC2)cc1)N1CCN(c2ccccn2)CC1	14%	-9%	-15%
80	Cc1cnc(C(=O)Oc2ccc(-c3ccccc3)cc2)cn1	-13%	-9%	-24%

Next compounds follow:
No.	compound	TDP1 cell noCPT	KAT2A inh	DT40 TDP1 CPT
81	O=C(N/N=C/c1c[nH]c2ccc(Br)cc12)c1ccncc1	?	31%[activator]	?
82	CCOc1cc(C(=O)NCCN2C(=O)S/C(=C\c3cccnc3)C2=O)cc(OCC)c1OCC	?	-6%	?
83	CCCC(=O)Oc1ccc(N(C(=O)CCC)S(=O)(=O)c2cccc([N+](=O)[O-])c2)cc1	-24%	-4%	?
84	C=CCCC(=O)N1CCC(CCC(=O)NC2CC2)CC1	21%	13%	-2%
85	COc1ccc(S(=O)(=O)c2cn(CC(=O)Nc3ccccc3)c3ccc(Cl)cc3c2=O)cc1	-24%	-1%	-19%
86	COc1cc(C(=O)NC(=S)Nc2ccc([N+](=O)[O-])cc2)cc(OC)c1OC	3%	1%	2%
87	O=C(C1CC(=O)N(c2ccc3c(c2)OCCO3)C1)N1CCN(c2ccccc2O)CC1 (stereo not given)	?	0%	21µM*
88	CC1CC(C)(C)NC2(CCCC2)N1 (stereo not given)	-20%	.	10%
89	CCOC(=O)Cn1ccc(NC(=O)c2ccc(F)cc2)n1	-23%	14%	?
90	O=C(CCCCCn1c(=S)[nH]c2cc3c(cc2c1=O)OCO3)N1CCN(c2ccc(F)cc2)CC1	?	-5%	?
91	Cc1ccc2c(c1)C(=O)C(=O)N2CC(=O)OC(C)C	5.8µM*	2%	5.2µM*
92	COC(C[C@H]1O[C@@H]1C(=O)COCc1ccccc1)OC	4.6µM*	.	4.1µM*

Grouped by structure: the entries above containing a COOH group (3)
No.	compound	TDP1 cell noCPT	KAT2A inh	DT40 TDP1 CPT
8	CC(C)(C)OC(=O)NCCc1nc(NC(=O)OCc2ccccc2)sc1C(=O)O	9%	.	12%
14	Cc1cccc(C)c1NC(=O)CC(NCCc1ccccc1)C(=O)O (stereo not given)	0%	2%	8%
64	O=C(O)CCC(=O)Nc1ccccc1C(=O)NCc1ccco1	3%	2%	0%

Screens: PubChem, National Center for Advancing Translational Sciences (NCATS)
